Screening data deposited in PubChem BioAssay by Broad Institute.
EWS-Fli block = EWS/Fli-driven NR0B1 reporter inhibitors, primary screen, A673 cells, NR0B1 luciferase, luminescence, MLPCN library | viability-normalised | inhibition, % at 12.6 µM | actives 0.67% (n = 350,000);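 active = mean inhibition of at least 50% after viability correction, with every replicate also passing that limit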;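 also: firefly luciferase signal divided by Alamar Blue viability fluorescence both relative to DMSO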
FN deposition inh = inhibitors of fibronectin matrix deposition, primary screen, AH1F cells, Alexa488-fibronectin fluorescence, plate reader | AH1F fibroblasts, overnight | AID 743247, 2014 | actives 0.086% (n = 350,000) | inhibition, % at 12.6 µM;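 active = mean inhibition across replicates of 30% or more, regardless of how many single replicates reach that level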;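 also: positive control wells lacked labelled fibronectin entirely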
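material = AH1F fibroblast monolayer depositing Alexa488-labelled fibronectin into matrix | amount = 10000 AH1F cells/well | buffer or medium = DMEM plus 2% serum, read in PBS | incubation = 1 h cell adhesion before compound, then overnight fibronectin incubation | detection = fluorescence at 485 nm excitation, 525 nm emission | evaluation = percent inhibition as loss of matrix-bound fibronectin fluorescence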
PGC1a acetyl inh = inhibitors of PGC1a acetylation signal, primary screen, cell-based, U2OS, AlphaScreen, inhibitor mode; AID 651687, 2012; AlphaScreen anti-acetyl-lysine; with virally co-expressed GCN5 acetyltransferase; inhibition, % at 15.6 µM; actives 0.17% (n = 350,000);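 active = every replicate shows inhibition of at least 40%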;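 also: 0% = neutral control wells and 100% = positive control wells; some results beyond the cut were filed as inactive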
LGR2 inh = inhibitors of bursicon-induced LGR2 CRE-luciferase signal, primary screen, cell-based, HEK293, CRE-luciferase reporter, bursicon stimulation | inhibition, % at 9.99 µM | actives 0.35% (n = 380,000) | Drosophila bursicon receptor LGR2 (rickets) | bursicon-stimulated, 4 h;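 active = drop in luminescence signal, shown as inhibition above about 50% in the replicate tests, limit read from the data, passing the limit was not always enough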;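 also: agonist challenge used bursicon conditioned medium at about half maximal strength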
S100A4 MyoIIA = inhibitors of S100A4-myosin IIA peptide binding, primary screen, biochemical, fluorescence polarization, TAMRA-MyoIIA peptide | AID 652163, 2013 | Protein S100-A4 (Homo sapiens), P26447 | inhibition, % at 10.7 µM | actives 0.14% (n = 360,000);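 active = mean inhibition of at least 70% across replicates, with every replicate also reaching that level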
Target sequence (P26447 whole entry, looked up): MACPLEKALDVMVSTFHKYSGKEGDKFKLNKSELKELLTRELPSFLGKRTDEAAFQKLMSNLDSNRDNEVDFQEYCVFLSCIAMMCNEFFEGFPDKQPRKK
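Test system – S100A4 monomer (human) · Compound – single-point compound testing · Schedule – 5 min incubation before reading · Probe or stimulus – TAMRA-labelled myosin IIA heavy-chain peptide probe, 5 nM · Benchmarks – neutral control DMSO, positive control TFP · Medium – Calcium-containing HEPES buffer, pH 7.2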
PglD inh = C. jejuni PglD acetyltransferase inhibitors, primary screen, biochemical, DTNB colorimetric, single point; purified PglD enzyme, DTNB colorimetric CoA detection; inhibition, % at 12.5 µM; actives 0.098% (n = 360,000); AID 602405, 2012; in the data active = inhibition above about 16%, passing the limit was not always enough; also: strong numbers were not always called active
ERAP1 inh = human ERAP1 aminopeptidase inhibitors, primary screen, biochemical, single point, plate reader. recombinant ERAP1, Leu-AMC fluorescence, 60 min. actives 0.15% (n = 340,000). inhibition, % at 10.7 µM;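 active = mean replicate inhibition of at least 30%, or all replicates individually reaching that 30% level; inactive = mean below 30% and not every replicate reaching it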;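 also: 0% = neutral control wells and 100% = L-leucinethiol positive control wells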
Target sequence (Q9NZ08 whole entry, looked up): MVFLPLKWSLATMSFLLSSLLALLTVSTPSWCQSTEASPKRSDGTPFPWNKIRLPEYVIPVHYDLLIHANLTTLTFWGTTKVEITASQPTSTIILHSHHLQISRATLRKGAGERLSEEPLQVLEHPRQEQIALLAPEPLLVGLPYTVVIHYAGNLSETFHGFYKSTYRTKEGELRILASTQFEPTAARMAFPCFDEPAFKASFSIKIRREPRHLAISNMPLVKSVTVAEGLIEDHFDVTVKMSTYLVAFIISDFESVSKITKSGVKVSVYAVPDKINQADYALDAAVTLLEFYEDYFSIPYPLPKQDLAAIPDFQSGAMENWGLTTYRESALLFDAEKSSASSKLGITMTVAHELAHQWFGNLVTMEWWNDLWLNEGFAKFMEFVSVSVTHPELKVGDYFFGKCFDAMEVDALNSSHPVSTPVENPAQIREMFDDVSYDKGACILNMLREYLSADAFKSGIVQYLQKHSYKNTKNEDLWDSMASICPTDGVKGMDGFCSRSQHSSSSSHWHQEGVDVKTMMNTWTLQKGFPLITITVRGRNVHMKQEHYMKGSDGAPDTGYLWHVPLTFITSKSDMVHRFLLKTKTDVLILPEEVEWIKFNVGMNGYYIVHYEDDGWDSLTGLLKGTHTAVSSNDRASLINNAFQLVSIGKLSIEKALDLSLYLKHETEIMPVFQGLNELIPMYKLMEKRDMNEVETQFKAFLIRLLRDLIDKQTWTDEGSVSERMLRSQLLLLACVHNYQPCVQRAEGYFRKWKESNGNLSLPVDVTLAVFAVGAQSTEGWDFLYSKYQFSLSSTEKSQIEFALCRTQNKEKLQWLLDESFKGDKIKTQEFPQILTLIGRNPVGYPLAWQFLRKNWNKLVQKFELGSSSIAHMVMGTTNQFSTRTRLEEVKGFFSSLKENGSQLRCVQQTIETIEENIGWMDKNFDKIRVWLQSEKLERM
PAX8 reporter = inhibitors of PAX8-driven TPO luciferase reporter, primary screen, RMG-I cells, single concentration | SteadyGlo, 24 h | inhibition, % at 12.6 µM | actives 1.2% (n = 360,000);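 active = mean replicate inhibition at least 60% with every replicate also reaching 60%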;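 also: luciferase light reporting Pax8 driven TPO promoter activity; plate controls were median of neutral control wells for no effect and mitoxantrone controls for full effect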
* marks the source's active call; other numbers are inactive results; nt = not tested or not shown; & = joins results of further samples.

#	Molecule	EWS-Fli block	FN deposition inh	PGC1a acetyl inh	LGR2 inh	S100A4 MyoIIA	PglD inh	ERAP1 inh	PAX8 reporter
1	COC(=O)c1ccc(NC(=O)c2ccccc2-c2ccccc2C(=O)O)cc1	3.1	3.0	3.4	0.6	-0.8	2.1	1.0	-3.8
2	C[C@H]1CN([C@@H](C)CO)C(=O)Cc2cc(NC(=O)Cc3ccccc3)ccc2O[C@@H]1CN(C)Cc1ccc(Cl)c(Cl)c1	-1.9	nt	-3.9	5.9	-1.6	-2.7	-0.3	-6.3
3	C[C@H](CO)N1C[C@H](C)[C@@H](CN(C)Cc2ccc(O)cc2)OCc2cnnn2CCCC1=O	-3.0&3.0&6.8	3.9&-2.1	-5.0&4.0&5.6	-1.2&-7.1	-0.5&0.9	5.5&-1.3	4.2&0.4	-16.3&3.5&-8.2
4	O=C(c1cccc(F)c1)N1CC(=O)N2[C@H](CO)[C@H](c3ccc(C#Cc4ccc(F)cc4)cc3)[C@@H]2C1	-2.7	nt	-0.1	3.0	-16.1	nt	1.0	nt
5	O=C(NCCS(=O)(=O)N1CCN(c2cccc(Cl)c2)CC1)C1CCCC1	7.5	3.4	nt	-18.7	-1.8	-6.3	1.4	8.0
6	C[C@H]1CN([C@@H](C)CO)C(=O)c2cc(-c3cccc(F)c3)cnc2O[C@@H]1CN(C)S(C)(=O)=O	4.7&-5.1	21.7&1.1	6.3&-10.7	-0.2	-3.6&-2.7	-4.9&-3.4	0.6&-3.2	8.3
7	Cc1nc2cc(NC(=O)c3cccc(S(C)(=O)=O)c3)ccc2o1	-26.7	-0.2	nt	-6.3	4.1	0.2	0.3	1.0
8	Cc1cc2nc(=O)c(/C=C3\C=Nc4ccccc43)c(N)n2o1	-17.1	-9.4	0.1	1.0	7.4	-11.8	0.1	-6.3
9	COc1ccc(C(=O)NC2CCC(O)CC2)cc1S(=O)(=O)NCc1ccc(Cl)cc1 (stereo unspecified)	7.2	-11.1	-10.0	-9.8	3.5	3.2	5.4	-12.3
10	CC(C)c1ccc(C(O)P(=O)(OCc2ccccc2)c2ccc(N(C)C)cc2)cc1 (stereo unspecified)	11.0	-0.1	-6.2	nt	5.9	1.0	-0.2	6.7
11	COCCn1c(C(=O)N(C)C)cc2c1C[C@H]1CN(C(=O)c3ccccc3)[C@@](Cc3ccc(F)cc3)(C(=O)OC)[C@@H]21	-2.7	-2.9	nt	-4.4	-2.4	nt	nt	-0.1
12	Cc1cccc(C)c1NC(=O)CSc1nnc(-c2ccncc2)n1Cc1ccco1	-0.9	nt	nt	-14.8	-2.7	nt	3.8	nt
13	Cc1cc(C)cc(COc2ccc3c(C)c(CC(=O)O)c(=O)oc3c2C)c1	-1.4	-5.4	-4.3	-1.8	-1.4	-3.4	-0.9	-8.0
14	CCC(=O)N1CCc2cc(S(=O)(=O)N(C)c3ccc(Br)cc3)ccc21	12.8	4.8	25.4	-2.4	1.0	-79.5	-0.7	1.8
15	Cc1ccc(S(=O)(=O)N[C@@H]2CC[C@@H](CC(=O)N3CCC(Cc4ccccc4)CC3)O[C@H]2CO)cc1	-2.2	nt	-13.8	8.8	12.5	0.8	1.0	19.3
16	O=C1NC[C@H](Cc2ccccc2)N(CC2CCN(CCC34CC5CC(CC(C5)C3)C4)CC2)C1=O	11.3	5.6	9.2	-17.0	-3.1	-0.4	nt	8.3
17	C[C@@H]1CN([C@@H](C)CO)C(=O)c2cc(C#Cc3ccncc3)cnc2O[C@@H]1CN(C)S(=O)(=O)c1ccccc1F	-15.4	nt	2.2	12.7	-3.8	3.6	-0.5	nt
18	COc1ccccc1NC(=O)Cc1ccc(-c2ccccc2)cc1	-14.0	1.4	nt	14.9	-11.1	-7.9	-6.1	9.4
19	O=C(OCC(=O)N(CCc1ccccc1)Cc1ccccc1)c1ccccc1O	-0.4	4.5	nt	4.7	-5.0	nt	0.4	7.0
20	C[C@H]1CN([C@@H](C)CO)C(=O)c2cc(C#CCN(C)C)cnc2O[C@H]1CN(C)C(=O)Cc1ccccc1	-4.9	nt	7.5	-5.5	-16.4	-2.5	-0.2	-22.6
21	CC(OC(=O)c1cccs1)C(=O)NC1CC1 (stereo unspecified)	5.3	2.4	17.1	1.9	-2.9	-2.2	-7.3	-12.8
22	O=C(c1cc2c(s1)CCCC2)N1CCN(S(=O)(=O)c2ccccc2)CC1	4.3	7.3	nt	-27.5	3.8	2.6	-9.9	-5.0
23	C#CCOCCOCCOCCNc1nc(N2CCN(C(=O)[C@H](CCCCN)n3cc(CN)nn3)CC2)nc(N2CCN(C(=O)[C@H](CC(N)=O)n3cc(C(N)[C@H](C)CC)nn3)CC2)n1 (stereo partly specified)	2.1	2.6	2.1	13.1	2.9	-8.6	-3.8	-2.2
24	CCC(CO)NC(=O)c1cc2c(s1)CCC2 (stereo unspecified)	nt	-3.6	-6.7	nt	nt	4.0	nt	-6.5
25	O=C(NCC(O)c1ccc([N+](=O)[O-])cc1)C1CCCCC1 (stereo unspecified)	-16.3	4.0	-10.4	16.2	-0.4	nt	-0.6	23.7
26	Nc1c(N(Cc2ccco2)C(=O)c2cccc(F)c2)c(=O)[nH]c(=O)n1Cc1ccccc1	5.1	-2.7	1.4	7.4	-7.6	1.7	0.6	1.9
27	COc1ccc(CN(C(=O)c2snc(C(N)=O)c2N)C(C(=O)NC2CCCC2)c2ccc(OC)c(OC)c2)cc1 (stereo unspecified)	2.5	-4.8	nt	-7.2	-5.6	-1.5	2.4	13.8
28	C=CCNc1nc(Cl)nc(Nc2cc(Cl)ccc2OC)n1	11.1	-0.2	2.7	-5.7	-4.1	-5.2	-1.7	24.4
29	C=CC[C@@H](Cc1ccc(F)cc1)C(=O)OC[C@H]1CCCN1C(=O)[C@H](CC=C)CC(=O)N(CCO)Cc1ccccc1	-2.6	nt	nt	15.3	-0.5	-2.4	6.1	24.0
30	Cc1nc(C)n(C(C)CNS(=O)(=O)c2ccc(C)c(C)c2)n1 (stereo unspecified)	-6.1	0.8	nt	9.2	2.0	-4.3	0.3	-20.8

The list continues.
#	Molecule	EWS-Fli block	FN deposition inh	PGC1a acetyl inh	LGR2 inh	S100A4 MyoIIA	PglD inh	ERAP1 inh	PAX8 reporter
31	COc1cccc(N2[C@@H](CC(=O)O)c3ccc(/C=C/C(=O)O)cc3S2(=O)=O)c1	-0.5	-18.3	nt	7.3	22.5	-3.4	1.3	-0.6
32	O=C(CN1CCCCC1)Nc1ccccc1Oc1ccccc1	9.9	-16.4	-22.9	7.0	-1.3	nt	0.2	-2.9
33	Cc1noc(C)c1NC(=O)Nc1ccc2c(c1)C(=O)N([C@H](C)CO)C[C@H](C)[C@H](CN(C)S(=O)(=O)c1cccs1)OCCCC[C@H](C)O2	-4.8	-0.5	nt	-16.6	0.5	-2.3	-0.2	-13.1
34	COC(=O)[C@H]1[C@H](CO)[C@H]2Cn3c(cccc3=O)[C@H]2N1CC1CCCCC1	-1.6	nt	nt	-0.4	10.7	0.6	1.0	5.7
35	C[C@H](CO)N1C[C@H](C)[C@@H](CN(C)C(=O)Nc2ccc3c(c2)OCO3)Oc2c(NC(=O)C3CCCCC3)cccc2C1=O	2.3&4.5	7.6	1.5&-1.4	1.2&-14.0	5.3&1.3	2.4&-10.5	-1.9&0.1	0.2&-4.9
36	CCSc1ccc([C@@H]2[C@H]3C(=O)N(C)C(=O)[C@H]3[C@]3(C(=O)OC)CCCCN23)cc1OC	-1.4	7.7	-10.3	-11.2	-5.9	4.3	-0.6	8.2
37	CNc1ccc(C(=O)OCC(=O)NC(=O)NC2CCCCC2)cc1[N+](=O)[O-]	-4.0	-2.4	-1.6	-8.3	1.1	-1.9	3.0	9.2
38	CCCCOc1ncnc2c1[nH]c1ccccc12	nt	nt	nt	-2.0	4.8	-3.0	3.8	nt
39	O=C(Nc1ccc(OC(F)(F)F)cc1)C1CC(=O)N(Cc2ccco2)C1 (stereo unspecified)	-4.2	-3.1	nt	1.2	5.2	-7.8	0.1	0.8
40	COc1ccc(CCN2CC(C(=O)Nc3nccs3)CC2=O)cc1OC (stereo unspecified)	1.1	1.7	10.5	-16.5	-3.2	-0.1	8.1	2.8
41	O=C(NC(Cc1ccc2c(c1)OCO2)C(=O)N1CCCC1C(=O)O)c1ccccc1 (stereo unspecified)	4.3	nt	5.5	3.5	-6.9	-1.9	4.0	nt
42	CN(CC(=O)Nc1ccc(Cl)cc1)C(=O)c1ccc(-n2cncn2)c([N+](=O)[O-])c1	1.7	-6.0	nt	4.7	0.4	nt	1.7	9.1
43	C[C@H]1CCCCO[C@H](CN(C)C(=O)Nc2ccc(C(F)(F)F)cc2)[C@@H](C)CN([C@@H](C)CO)C(=O)c2cc(N(C)C)ccc2O1	-5.0	nt	19.8	21.9	-5.1	-1.8	-0.1	47.7
44	O=C(NCc1ccc(F)cc1)C1CCCN1S(=O)(=O)c1ccc(F)cc1 (stereo unspecified)	-3.0	-0.8	nt	-3.2	-8.5	-3.8	0.5	9.5
45	Cc1ccccc1NC(=S)NCCc1ccccc1	nt	-1.8	0.2	-4.3	nt	-6.2	nt	-13.6
46	CC(C)NC(=O)N(C)C[C@@H]1Oc2cc(-c3ccccc3)ccc2S(=O)(=O)N([C@@H](C)CO)C[C@H]1C	0.3	nt	-4.2	10.7	17.8	-1.0	-3.0	nt
47	Cc1ccc(NC(=O)N2CCCC2C(=O)NCc2ccccc2Cl)cc1 (stereo unspecified)	2.5	-3.1	-6.4	3.2	-5.6	-4.9	2.4	16.9
48	CO[C@@H]1CN(C)C(=O)c2cc(NC(=O)C3CCC3)ccc2OC[C@H](C)N(Cc2cccnc2)C[C@H]1C	-0.1	3.9	5.7	-5.6	7.3	-2.0	3.9	7.6
49	Cc1ccc2cc(C(c3nnnn3Cc3ccccc3)N3CCN(c4ccccc4)CC3)c(=O)[nH]c2c1 (stereo unspecified)	nt	2.7	-36.8	13.8	-3.8	-0.1	5.7	nt

Ordered by SMILES length (highest first): some entries from above
#	Molecule	EWS-Fli block	FN deposition inh	PGC1a acetyl inh	LGR2 inh	S100A4 MyoIIA	PglD inh	ERAP1 inh	PAX8 reporter
43	C[C@H]1CCCCO[C@H](CN(C)C(=O)Nc2ccc(C(F)(F)F)cc2)[C@@H](C)CN([C@@H](C)CO)C(=O)c2cc(N(C)C)ccc2O1	-5.0	nt	19.8	21.9	-5.1	-1.8	-0.1	47.7
37	CNc1ccc(C(=O)OCC(=O)NC(=O)NC2CCCCC2)cc1[N+](=O)[O-]	-4.0	-2.4	-1.6	-8.3	1.1	-1.9	3.0	9.2
39	O=C(Nc1ccc(OC(F)(F)F)cc1)C1CC(=O)N(Cc2ccco2)C1 (stereo unspecified)	-4.2	-3.1	nt	1.2	5.2	-7.8	0.1	0.8
